PrPC TRFRET – inhibitors of human cell surface prion protein PrPC, primary screen, cell-based, TR-FRET; Major prion protein (Homo sapiens), P04156; TR-FRET read-out; inhibition, % at 13.8 µM; actives 0.43% (n = 370,000); AID 720596, 2013; in the data active = inhibition above about 24%; also: 0% = median of the test wells and 100% = reference compound wells
Numbers without * were called inactive.

SMILES	PrPC TRFRET
CCOC(=O)[C@@]12CN(C(=O)OC(C)(C)C)CC=C1N(Cc1ccc(OC)cc1)C(=O)[C@H]2CC(=O)N1CCCC1	-5.5
O=C(NCc1ccco1)C1CCCN(S(=O)(=O)c2ccccc2F)C1 (stereo not given)	-1.4
Cc1ccccc1CC(=O)Nc1nnc(-c2cccnc2)s1	-5.3
O=C(NCc1cccs1)O[C@H]1CC[C@@]23CCCN2C(=O)CCC[C@H]3C1	3.5
O=S1(=O)CC2c3ccccc3CCN2CN1Cc1ccc(F)cc1 (stereo not given)	5.4
COP(=O)(O)[C@@H](CC(C)C)NC(=O)OCc1ccccc1	2.2
COc1ccc(C2C(C(=O)N3CCC(C)CC3)CC(=O)N2c2ccc(OC)cc2)cc1 (stereo not given)	2.6
C[C@H]1C2CC(OC(=O)Nc3ccc4c(c3)OCO4)C(C2)[C@H]2CCCCN21 (stereo not given in full)	1.4
CCOC(=O)c1cccc(NC(=O)CN(C)S(=O)(=O)c2ccc(C)c(C)c2)c1	-4.3
Cc1c(NC(=O)C2CCCN(S(=O)(=O)c3ccc(Br)s3)C2)c(=O)n(-c2ccccc2)n1C (stereo not given)	10.4
O=C(COC(=O)c1ccc(Sc2ncn[nH]2)c([N+](=O)[O-])c1)Nc1ccc(Cl)cc1	-1.0
Cc1ccc(-c2cc(C(=O)NN=Cc3ccc(N(C)C)cc3)[nH]n2)cc1C	5.0
CC(C)(C)OC(=O)N1c2ccccc2[C@]2(N3CCCC3)C[C@H](C(=O)O)N(C(=O)OC(C)(C)C)[C@H]12	-1.8
O=C(c1ccccc1)N1CCC(Oc2cccnc2)CC1	-2.0
Cc1cc(N2CCCN(C)CC2)n2nc(C)nc2n1	-6.2
CCCCNC(=O)O[C@H]1CC[C@@]23CCCN2C(=O)CCC[C@H]3[C@H]1CCC	-6.8
O=C(CC1CCCC1)N1CC[C@H]2[C@H](CCCN2Cc2ccccc2)C1	-0.2
CCCCCCn1cc(CN2CC=CS2(=O)=O)nn1	-5.5
C=CCN1C(=O)[C@H](CC(=O)N2CCOCC2)[C@@]2(C(=O)OCC)CCCC=C12	-6.7
Cc1ccc(-n2c(Cc3cccs3)nnc2SCc2ccc([N+](=O)[O-])cc2)cc1	-8.7
Cc1ccc(S(=O)(=O)N(CCc2ccccc2)CC(=O)N2CCOCC2)cc1	-3.6
COc1ccc(-n2c(COc3ccc(Cl)cc3)nnc2SCC(=O)c2ccc(-c3ccccc3)cc2)cc1	0.5
C#CCN(CC=C)Cc1ccc(OC)cc1OC	-4.6
O=C1C(=O)N(Cc2ccc(-c3ccc(F)nc3)cc2)c2ccc(OC(F)(F)F)cc21	7.8
COC(=O)[C@]12C[C@H](CC(=O)N3CCN(C(=O)c4ccco4)CC3)C(=O)N(Cc3ccc4c(c3)OCO4)C1=C[C@H](C(C)C)O[C@@H]2C1CC1	-8.8
CCC[C@H]1[C@@H](OC(=O)NCc2ccc(C)cc2)CC[C@@]23CCCN2C(=O)CCC[C@@H]13	-1.3
CC(C)N1CCCCC(NC(=O)c2ccc(-c3ccccc3)cc2)C1=O (stereo not given)	0.1
CCc1ccccc1NC(=O)c1cc(C)nn1-c1ccccc1	-5.4
O=S1(=O)c2ccc(Br)cc2OC[C@@H](Cc2ccccc2)N1Cc1cn(Cc2ccc(Cl)cc2)nn1	-8.9
C[C@@H]1[C@@H](O)C[C@]2(C[C@@H](O)c3ccccc3O2)O[C@H]1c1ccccc1	4.8
CS(=O)(=O)c1ccc(C(=O)OCC#CCSc2nnc(-c3cccc4ccccc34)o2)cc1	-5.1
Cc1ccccc1NC(=O)OC1CCC12CCC(c1ccccc1)CC2 (stereo not given)	2.2
COC(=O)[C@]12C[C@H](CC(=O)N3CCC(c4ccccc4)CC3)C(=O)N(CCc3ccc(OC)c(OC)c3)C1=C[C@H](COCc1ccccc1)O[C@@H]2C	-2.0
CCC(C)NS(=O)(=O)c1ccc2[nH]c(=O)oc2c1 (stereo not given)	-2.6
Cc1ccccc1N1CCN(C(=O)CCn2nnc3ccccc32)CC1	-1.5
CCOC(=O)[C@]12CCCC=C1N(CCCOC)C(=O)[C@@H]2CC(=O)NCc1ccc(OC)c(OC)c1	-1.4
COc1cccc(/C=C2\CC3(OC(C)=O)CCCN2C3)c1 (stereo not given)	0.0
C=CCN(C)C(C#Cc1ccccc1)c1ccccc1C(F)(F)F (stereo not given)	1.4
Cc1nn(-c2ccccc2)c(C)c1/C=N\NC(=O)CSc1nc2ccccc2n1Cc1ccc(Cl)cc1	-6.6
CC(C)(C)c1ccc(C(=O)Nc2cc(Cl)c(Br)cc2C(=O)O)cc1	21.0

An excerpt from above in order of length of the SMILES, largest number first.
SMILES	PrPC TRFRET
COC(=O)[C@]12C[C@H](CC(=O)N3CCN(C(=O)c4ccco4)CC3)C(=O)N(Cc3ccc4c(c3)OCO4)C1=C[C@H](C(C)C)O[C@@H]2C1CC1	-8.8
Cc1nn(-c2ccccc2)c(C)c1/C=N\NC(=O)CSc1nc2ccccc2n1Cc1ccc(Cl)cc1	-6.6
COc1cccc(/C=C2\CC3(OC(C)=O)CCCN2C3)c1 (stereo not given)	0.0

(listing goes on)
SMILES	PrPC TRFRET
CN1Cc2nnn(Cc3ccccc3)c2-c2ccccc2S1(=O)=O	-5.4
CCN(Cc1cn(Cc2ccccc2)nn1)S(=O)(=O)c1ccc(F)cc1Br	-0.1
Cc1ccccc1NC(=O)Cn1nnc(-c2ccccc2F)n1	4.8
Cc1ccc(NC(=O)N2CCC(c3nc4ccc(Cl)cc4[nH]3)CC2)cc1F	-6.2
CNC(=O)[C@@H](NC(=O)[C@H](CC(C)C)[C@H](O)C(=O)NO)C(C)(C)C	60.6*
COc1ccc(C(C(=O)N(C)C2CCCC2)N(Cc2ccc(F)cc2)C(=O)c2csc(-c3ccccc3)n2)cc1OC (stereo not given)	10.3
CCN(Cc1cn(Cc2ccccc2)nn1)S(=O)(=O)c1ccc(N2CCCC2)cc1Br	-0.9
Cc1cc(C)cc(NC(=O)O[C@@H]2CC[C@@]34CCCN3C(=O)CCC[C@H]4C2)c1	6.8
Cc1ccccc1CN1CCCCC(NC(=O)c2ccccc2C)C1=O (stereo not given)	10.4
CCOC(=O)[C@@]12CN(C(=O)OC(C)(C)C)CC=C1N(Cc1ccc(OC)cc1)C(=O)[C@H]2CC(=O)NCc1cccc2ccccc12	4.2
O=C(NCCc1c[nH]c2ccccc12)OCc1cn(Cc2ccc(C(F)(F)F)cc2)nn1	21.3
Cc1ccc(-n2c(SCc3cccc(F)c3)nc3ccccc3c2=O)cc1	-3.6
O=C(CN1CCc2onc(-c3ccc(-n4cc(C5=CCCCC5)nn4)cc3)c2C1=O)N1CCOCC1	-2.6
O=C(Nc1ccc(Br)c(C(F)(F)F)c1)[C@@H]1CC=C[C@@H]2CCN(CC3CC3)C(=O)[C@@H]21	-5.1
COC(=O)[C@]12C[C@H](CC(=O)N3CCC(c4ccccc4)CC3)C(=O)N(Cc3ccc(Cl)cc3Cl)C1=C[C@H](C1CCCC1)O[C@@H]2C	-10.3
CCOC(=O)[C@]12CCCCC/C=C\1N(Cc1ccc(OC)cc1)C(=O)[C@H]2CC(=O)NCc1ccccc1	-4.0
COc1ccc(NC(=O)CSc2ncnc3scc(-c4ccc(C)cc4)c23)cc1OC	2.9
CC(C)C[C@H](NC1(C(=O)NC2CCCCC2)CCCCC1)C(=O)NCC(c1ccccc1)c1ccccc1	-0.1
COc1cccc(CNC(=S)OC2CCC23CCC(c2ccccc2)CC3)c1 (stereo not given)	8.2
CC(C)C[C@H]1COc2cc(F)ccc2S(=O)(=O)N1C	-3.0

In the list so far, seven contain a Cl atom:
SMILES	PrPC TRFRET
O=C(COC(=O)c1ccc(Sc2ncn[nH]2)c([N+](=O)[O-])c1)Nc1ccc(Cl)cc1	-1.0
COc1ccc(-n2c(COc3ccc(Cl)cc3)nnc2SCC(=O)c2ccc(-c3ccccc3)cc2)cc1	0.5
O=S1(=O)c2ccc(Br)cc2OC[C@@H](Cc2ccccc2)N1Cc1cn(Cc2ccc(Cl)cc2)nn1	-8.9
Cc1nn(-c2ccccc2)c(C)c1/C=N\NC(=O)CSc1nc2ccccc2n1Cc1ccc(Cl)cc1	-6.6
CC(C)(C)c1ccc(C(=O)Nc2cc(Cl)c(Br)cc2C(=O)O)cc1	21.0
Cc1ccc(NC(=O)N2CCC(c3nc4ccc(Cl)cc4[nH]3)CC2)cc1F	-6.2
COC(=O)[C@]12C[C@H](CC(=O)N3CCC(c4ccccc4)CC3)C(=O)N(Cc3ccc(Cl)cc3Cl)C1=C[C@H](C1CCCC1)O[C@@H]2C	-10.3

The list goes on.
SMILES	PrPC TRFRET
Cc1ccc(-c2c(NC(=O)c3ccccc3)nc3ncccn23)cc1	6.0
COC(=O)c1cn(-c2ccc(-c3noc4c3C(=O)N(CC(=O)N3CCOCC3)CC4)cc2)nn1	1.4
O=C(Nc1nccs1)C1(C(=O)C2CC2)CC(c2ccccn2)=NO1 (stereo not given)	-1.8
COC(=O)c1cc(-c2ccc(C)cc2)c(=O)n2c1CCC2	0.0
COC(=O)[C@]1(CNC(=O)c2cc(F)ccc2F)CC(=O)N(C)[C@@H]1c1ccccc1	-1.6
C/C(=N/NC(=O)c1cccnc1)c1cccc(O)c1	-4.1
CC(=O)CC[C@@H]1CC[C@]2(CCCN(C(=O)c3ccc4ccccc4n3)C2)O1	-3.2
CC(C)CCN(C)C1CCN(C(=O)Nc2ccc3c(c2)OCO3)CC1	-3.7
O=C(NN=C/C=C/c1ccco1)c1cc(-c2ccc(Cl)cc2)n[nH]1	-2.6
Cc1ccc(C(=O)Oc2coc(CSc3ncccn3)cc2=O)cc1[N+](=O)[O-]	1.1
C[C@H]1[C@@H](NC(=O)C2CCC2)CC[C@@]23CCCN2C(=O)CCC[C@@H]13	-2.4
CCOC(=O)Cc1nc(N2CCN(CCN)CC2)c2c(C)c(C(=O)OCC)sc2n1	-5.2
COc1ccc(/C=C/C(Cc2cccc(C(C)=O)c2)c2ccc(C)cc2)cc1 (stereo not given)	4.6
C=CCOC/C=C/C#CCN(CC=C)Cc1ccc(OC)cc1OC	4.2
CS(=O)(=O)c1ccc(OC[C@@H](O)CN2CCC(C(O)(c3ccccc3)c3ccccc3)CC2)cc1	-3.4
O=C(CCc1ccccc1)N[C@H]1[C@H](OC(=O)c2cnccn2)CCC[C@@]12C(=O)N(Cc1ccccc1)c1ccccc12	8.1
COCO[C@@H]1CC(CO)=C[C@H]2OCO[C@H]21	6.1
CC(CCN1CCC(C(O)(c2ccccc2)c2ccccc2)CC1)Oc1ccc(OC(F)(F)F)cc1 (stereo not given)	-8.2
CC1(C)CC(=O)C=C(Nc2ccccc2NC(=O)c2cc(Cl)ccc2F)C1	7.3
O=S1(=O)C=CCN1Cc1cn(Cc2cccc(Cl)c2)nn1	1.5
COC(=O)C1CN(Cc2ccc(F)cc2)CCS(=O)(=O)N1Cc1ccc(Cl)cc1 (stereo not given)	-4.1
O=C(CSc1nnc(-c2ccccc2)n1Cc1ccco1)Nc1ccc(Oc2ccccc2)cc1	-8.6
O=C(CNS(=O)(=O)c1cc2ccccc2s1)N1CCN(c2ccccn2)CC1	-4.2
CN1C2=N[C@@H](c3cccc(C(F)(F)F)c3)CC(=O)N2/C(=C\c2ccccc2)[C@H]1c1ccccc1	-1.7
COc1ccc(-n2c(SCc3nc4ccccc4[nH]3)nc3ccccc3c2=O)cc1	2.7
O=C(Cn1cnc2ccccc2c1=O)N1CCCCC1	2.5
CCOC(=O)[C@H](Cc1ccccc1)NC(=O)[C@H]1C[C@@]2(N3CCCCC3)c3ccccc3N(C(=O)OC(C)(C)C)[C@H]2N1C(=O)OC(C)(C)C	9.5
O=S1(=O)C=CCN1Cc1cn(Cc2ccc(Cl)cc2)nn1	6.2
CCOC(=O)CC[C@H]1CC[C@]2(CCCN(C(=O)c3ccc4ccccc4n3)C2)O1	-5.3
O=C1CN(C(=O)C2CCCCC2)C=CN1CCc1ccccc1Br	-9.1
FC(F)(F)Oc1ccc(Cn2ccc3ccc(-c4ccc5ccn(Cc6ccc(OC(F)(F)F)cc6)c5c4)cc32)cc1	5.5
Cc1ccc(S(=O)(=O)N(CC(=O)NC2CCC(C)CC2)c2cc(C)cc(C)c2)cc1 (stereo not given)	1.2

A second format for three compounds above:
canonical_smiles | PrPC TRFRET
COc1ccc(-n2c(SCc3nc4ccccc4[nH]3)nc3ccccc3c2=O)cc1 | 2.7
O=C(Cn1cnc2ccccc2c1=O)N1CCCCC1 | 2.5
CCOC(=O)CC[C@H]1CC[C@]2(CCCN(C(=O)c3ccc4ccccc4n3)C2)O1 | -5.3

Four entries from above, with bars between the fields.
SMILES | PrPC TRFRET
CCOC(=O)[C@H](Cc1ccccc1)NC(=O)[C@H]1C[C@@]2(N3CCCCC3)c3ccccc3N(C(=O)OC(C)(C)C)[C@H]2N1C(=O)OC(C)(C)C | 9.5
O=S1(=O)C=CCN1Cc1cn(Cc2ccc(Cl)cc2)nn1 | 6.2
CCOC(=O)CC[C@H]1CC[C@]2(CCCN(C(=O)c3ccc4ccccc4n3)C2)O1 | -5.3
O=C1CN(C(=O)C2CCCCC2)C=CN1CCc1ccccc1Br | -9.1

These rows are one share of the data, so the mix of outcomes need not match the whole.
